# From PubChem BioAssay
# C diff growth = inhibitors of Clostridium difficile growth; Clostridium difficile clinical isolate growth, OD600, 24 h; hits give low values; growth activity, negative = inhibition, % at 16 µg/mL (by protocol); actives 0.25% (n = 86,000); AID 1259249;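 active = mean growth activity at or below -80% and every replicate also at or below -80%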;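 note: 0% = DMSO wells and -100% = levofloxacin 16 µg/mL wells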
# Pf Dd2 inh = P. falciparum Dd2 growth inhibition | activity change, % at 10 µM | AID 1159554 | SYBR Green, 72 h; hits give low values | actives 2.3% (n = 94,000); in the data active = activity change below about -80%
# KDM4C inh = blocks human GASC-1 (KDM4C) demethylase activity; GST-KDM4C 2-372, H3K9me3 peptide, LANCE TR-FRET; inhibition, % at 12.5 µM; actives 0.15% (n = 96,000); AID 720574; Q9H3R0;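 active = mean replicate inhibition above about 25%, with at least 55% of replicates also reaching it, limit read from the data, passing the limit was not always enough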
# Target sequence (Q9H3R0 2-372 limits assumed): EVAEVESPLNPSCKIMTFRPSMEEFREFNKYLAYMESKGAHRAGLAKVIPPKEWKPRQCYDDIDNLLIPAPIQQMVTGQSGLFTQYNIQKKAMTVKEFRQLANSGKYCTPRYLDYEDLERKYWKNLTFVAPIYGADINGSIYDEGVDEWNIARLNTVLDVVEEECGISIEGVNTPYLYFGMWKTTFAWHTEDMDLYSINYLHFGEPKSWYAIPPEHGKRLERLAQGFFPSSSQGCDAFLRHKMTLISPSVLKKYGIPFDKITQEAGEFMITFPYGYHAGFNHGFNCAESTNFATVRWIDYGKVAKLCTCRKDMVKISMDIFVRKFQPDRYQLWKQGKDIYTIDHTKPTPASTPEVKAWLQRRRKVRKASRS
#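 reagent = H3K9me3 peptide substrate, Fe(II), 2-oxoglutarate | system = GST-tagged GASC-1 (JMJD2C) catalytic fragment, aa 2-372 | amount = enzyme final amount 10 nM | read-out = Fall in 671/618 emission ratio as inhibition | medium = HEPES buffer, pH 7.5, plus ascorbate | schedule = 30 min reaction, 60 min detection, RT | measured by = LANCE TR-FRET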
# T cruzi growth = blocks T. cruzi growth in NIH3T3 culture; T. cruzi beta-gal in NIH3T3, GalScreen luminescence, 90 h; inhibition, % at 8.34 µM; actives 5.9% (n = 77,000); AID 624255;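 active = mean inhibition above about 93%, with at least 55% of replicates each passing it, limit read from the data, passing the limit was not always enough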
# Active calls of the source: *; x = not tested or not shown; & = joins results of further samples.
SMILES,C diff growth,Pf Dd2 inh,KDM4C inh,T cruzi growth
COc1ccc(NC(=O)N(C)C[C@H]2Oc3ccc(NC(=O)C4CCCCC4)cc3C(=O)N([C@H](C)CO)C[C@H]2C)cc1,-1,19,-1.5,22
COCC(=O)N1C[C@@H](C)[C@@H](OC)CN(C)C(=O)c2cc(NC(=O)c3ccc(F)cc3)ccc2OC[C@H]1C,0,18,-0.2,25
O=C(NCC[C@H]1CC[C@H](NS(=O)(=O)c2cccc(F)c2)[C@@H](CO)O1)C1CCCCC1,-10,19,-0.4,x
CC(=O)N1[C@@H]2c3ccc(-c4cccc(F)c4)c(=O)n3C[C@H]1[C@H](CO)[C@H]2C(=O)NCC1CC1,0,8,-3.2,42
COc1ccc(S(=O)(=O)Nc2ccc3c(c2)C(=O)N([C@H](C)CO)C[C@H](C)[C@@H](CN(C)C)OCCCC[C@@H](C)O3)cc1,0,26,15,-34
C[C@H](CO)N1C[C@H](C)[C@H](CN(C)CC2CCCCC2)Oc2c(NC(=O)Nc3cccc4ccccc34)cccc2C1=O,4,-39,-2.9,-62
Cc1cccc(-c2ccc([C@H]3[C@@H](CO)N4CCCCN(Cc5cccnc5)C[C@@H]34)cc2)c1,1,-9,0.4,120*
O=C(C[C@H]1CC[C@@H]2[C@H](COC[C@@H](O)CN2Cc2ccccc2F)O1)NC1CCC1,4&-7,x,0.3,3
COCCNC(=O)C[C@H]1CC[C@@H]2[C@H](COc3ccc(NC(=O)c4cnccn4)cc3C(=O)N2C)O1,-1,5,-15,5
CN(C)C(=O)C[C@@H]1CC[C@@H]2[C@@H](COc3ccc(NC(=O)C4CC4)cc3C(=O)N2C)O1,-3,0,-2.6,-8

# 6 entries from above, arranged by formula weight, low to high.
SMILES,C diff growth,Pf Dd2 inh,KDM4C inh,T cruzi growth
CN(C)C(=O)C[C@@H]1CC[C@@H]2[C@@H](COc3ccc(NC(=O)C4CC4)cc3C(=O)N2C)O1,-3,0,-2.6,-8
CC(=O)N1[C@@H]2c3ccc(-c4cccc(F)c4)c(=O)n3C[C@H]1[C@H](CO)[C@H]2C(=O)NCC1CC1,0,8,-3.2,42
COCCNC(=O)C[C@H]1CC[C@@H]2[C@H](COc3ccc(NC(=O)c4cnccn4)cc3C(=O)N2C)O1,-1,5,-15,5
COCC(=O)N1C[C@@H](C)[C@@H](OC)CN(C)C(=O)c2cc(NC(=O)c3ccc(F)cc3)ccc2OC[C@H]1C,0,18,-0.2,25
C[C@H](CO)N1C[C@H](C)[C@H](CN(C)CC2CCCCC2)Oc2c(NC(=O)Nc3cccc4ccccc34)cccc2C1=O,4,-39,-2.9,-62
COc1ccc(S(=O)(=O)Nc2ccc3c(c2)C(=O)N([C@H](C)CO)C[C@H](C)[C@@H](CN(C)C)OCCCC[C@@H](C)O3)cc1,0,26,15,-34

# Continuation:
SMILES,C diff growth,Pf Dd2 inh,KDM4C inh,T cruzi growth
C[C@@H]1CN([C@H](C)CO)C(=O)c2c(c3ccccc3n2C)-c2ccccc2CO[C@@H]1CN(C)Cc1ccncc1,x,-35,2.5,-27
C[C@H](CO)N1C[C@H](C)[C@@H](CN(C)C(=O)NC2CCCCC2)OCCCC[C@H](C)Oc2ccc(N(C)C)cc2C1=O,-2,x,3.7,46
C[C@@H]1CN([C@@H](C)CO)C(=O)c2cccc(NC(=O)C3CCOCC3)c2O[C@@H]1CN(C)Cc1ccc(C(F)(F)F)cc1,9,26,0.3,49
C[C@H](CO)N1C[C@H](C)[C@H](CN(C)Cc2ccc(C(=O)O)cc2)Oc2ccc(NC(=O)NC3CCCCC3)cc2CC1=O,-2,14,-0.7,-28
Cc1ccccc1S(=O)(=O)N1CC(=O)N2[C@H](C1)[C@H](c1ccc(C#CC3CC3)cc1)[C@@H]2CO,10,-34,0.0,x
O=C(Nc1ccc(Cl)cc1)N[C@H]1CC[C@H](CCn2cc(C3(O)CCCC3)nn2)O[C@H]1CO,x,-10,-1.8,21
COc1ccccc1NC(=O)N1[C@@H]2CNC[C@H]1C2c1ccc(-c2ccccc2OC)cc1 (some centres undefined),11&6,4&-1,-1.6&13,x
C[C@@H]1CN([C@@H](C)CO)S(=O)(=O)c2ccc(-c3cccc(C#N)c3)cc2O[C@H]1CN(C)C,x,-13,0.4,66
O=C(C[C@H]1C[C@@H]2c3cc(NC(=O)NC4CCCC4)ccc3O[C@@H]2[C@@H](CO)O1)NCc1ccncc1,0,12,-3.0,28
O=C(C[C@H]1CC[C@H]2[C@@H](COC[C@H](O)CN2S(=O)(=O)c2cccc(F)c2)O1)NCCCN1CCOCC1,x,3,1.6,-14
CCCC(=O)N1CCC2(CC1)CN(Cc1nccs1)[C@H](CO)c1[nH]c3cc(OC)ccc3c12,-7,-43,-0.7,x
CCS(=O)(=O)N1CCC2(CC1)CN[C@@H](CO)c1[nH]c3cc(OC)ccc3c12,-8,-65,-0.4,x
COCC#Cc1ccc2c(c1)O[C@H](CN(C)C(C)=O)[C@@H](C)CN([C@H](C)CO)S2(=O)=O,1,2,-0.8,-56
CNC[C@@H]1Oc2c(NS(=O)(=O)c3ccccc3)cccc2C(=O)N([C@H](C)CO)C[C@@H]1C,2,0,0.3,x
COc1cccc(S(=O)(=O)N[C@@H]2C=C[C@H](CC(=O)NCc3ccccc3)O[C@H]2CO)c1,5,12,-2.3,-1
C[C@H]1CN([C@@H](C)CO)C(=O)c2cccc(NS(=O)(=O)c3cn(C)cn3)c2O[C@H]1CN(C)C(=O)NC1CCCCC1,3,-6,-0.4,-82
CCCC#Cc1ccc([C@@H]2[C@H]3CN(CC4CC4)CCCCN3[C@H]2CO)cc1,12,15,0.1,41
CO[C@H]1CN(C)C(=O)c2cc(NS(=O)(=O)CC(F)(F)F)ccc2OC[C@@H](C)NC[C@H]1C,x,8,0.6,1
COc1cccc(S(=O)(=O)N2CCC3(CC2)CN[C@@H](CO)c2[nH]c4cc(OC)ccc4c23)c1,-5,-92*,18,x
O=C(C[C@@H]1C=C[C@H](NS(=O)(=O)c2ccc(F)cc2)[C@@H](CO)O1)NCc1ccc(Cl)c(Cl)c1,-13,1,6.3,38
COc1ccc(NC(=O)N(C)C[C@@H]2Oc3ccc(NC(=O)CCN4CCOCC4)cc3CC(=O)N([C@H](C)CO)C[C@H]2C)cc1,1,4,1.1,x
CC(C)NC(=O)N(C)C[C@H]1Oc2ccc(NC(=O)C3CCCCC3)cc2C(=O)N([C@H](C)CO)C[C@H]1C,-1,7,1.3,-21
CN(C)CC(=O)Nc1ccc2c(c1)[C@@H]1C[C@@H](CC(=O)NCc3ccc(Cl)cc3)O[C@H](CO)[C@@H]1O2,1,-6,0.6,12
CN(C)C(=O)C[C@H]1C[C@H]2c3cc(NC(=O)Nc4ccc(C(F)(F)F)cc4)ccc3O[C@H]2[C@@H](CO)O1,5,-12,-3.4,-5
CCCNC(=O)N(C)C[C@@H]1Oc2cc(C#C[C@H](C)O)ccc2S(=O)(=O)N([C@H](C)CO)C[C@@H]1C,1,25,8.6,-14
COc1ccc(S(=O)(=O)Nc2ccc3c(c2)C(=O)N([C@H](C)CO)C[C@H](C)[C@@H](CN(C)Cc2ccc4c(c2)OCO4)O3)cc1,-1,8,2.2,x
C[C@@H]1CN([C@@H](C)CO)C(=O)c2cccc(NS(=O)(=O)c3ccc(Cl)cc3)c2O[C@H]1CN(C)Cc1ccncc1,-1,16,-1.0,14
CC=Cc1ccc2n(c1=O)C[C@H]1[C@H](CO)[C@@H](C(=O)NCCc3ccccc3)[C@@H]2N1C (mixture of isomers),0,9,-0.5,-23
C/C=C/c1ccc([C@H]2[C@H]3CN(C(=O)Nc4ccc(OC)cc4)CC(=O)N3[C@H]2CO)cc1,-6,-65,-1.3,x
C[C@H](CO)N1C[C@H](C)[C@@H](CN(C)CC2CC2)OCCCC[C@H](C)Oc2ccc(NC(=O)Cc3ccccc3)cc2C1=O,2,-29,0.1,x
C[C@@H]1CN([C@H](C)CO)C(=O)c2cccc(NC(=O)Nc3ccc(F)cc3)c2O[C@H]1CN(C)S(=O)(=O)c1cccs1,-1,-28,0.4,0
C[C@@H]1CN([C@@H](C)CO)C(=O)c2cc(NC(=O)Nc3ccc4c(c3)OCO4)ccc2O[C@@H](C)CCCCO[C@H]1CN(C)Cc1ccc(Cl)c(Cl)c1,5,-59,-1.6,69
C[C@@H]1CCCCO[C@H](CN(C)C)[C@@H](C)CN([C@@H](C)CO)C(=O)c2cc(NS(=O)(=O)c3ccccc3)ccc2O1,-3,-50,-1.3,58
COc1ccc2c3c([nH]c2c1)[C@H](CO)N(C(=O)c1ccccc1)CC31CCN(C)CC1,-4,-64,3.7,x
C[C@@H]1CN([C@H](C)CO)C(=O)c2cc(NC(=O)C3CCCCC3)ccc2O[C@@H]1CN(C)Cc1ccc(Cl)c(Cl)c1,7,15,-0.7,101
C[C@H]1CCCCO[C@H](CN(C)Cc2ccc3c(c2)OCO3)[C@@H](C)CN([C@@H](C)CO)C(=O)c2cc(NS(=O)(=O)c3ccc(F)cc3)ccc2O1,x,-39,0.5,58
COc1ccc(CN(C)C[C@H]2Oc3c(NS(=O)(=O)c4ccc(F)cc4)cccc3C(=O)N([C@@H](C)CO)C[C@H]2C)cc1,-1,0,-1.3,-9
COCC#Cc1cnc2c(c1)C(=O)N([C@H](C)CO)C[C@@H](C)[C@H](CN(C)C(=O)CCN1CCCCC1)O2,3,46,0.0,49
C[C@@H](NC(=O)C[C@H]1C[C@H]2c3cc(NC(=O)CC4CC4)ccc3O[C@H]2[C@H](CO)O1)c1ccccc1,1,5,-1.3,8
C/C=C/c1ccc([C@@H]2[C@H](CO)N(C(=O)Cc3cccnc3)[C@H]2CNC(C)=O)cc1,0,5,3.6,32
C[C@@H]1CN([C@H](C)CO)C(=O)c2cccc(NC(=O)C3CC3)c2O[C@@H]1CN(C)C,7,-17,-0.3,-3
C[C@H]1CN([C@@H](C)CO)C(=O)c2cccc(NS(=O)(=O)c3cn(C)cn3)c2O[C@H]1CN(C)Cc1ccc(-c2ccccc2)cc1,-3,-13,1.6,43
CN1CCN(C(=O)C[C@H]2CC[C@@H]3[C@H](COC[C@@H](O)CN3C(=O)Nc3cc(Cl)cc(Cl)c3)O2)CC1,x,13,1.4,18
COc1ccc(CN(C)C[C@@H]2OCCCC[C@H](C)Oc3ccc(NC(=O)NC(C)C)cc3C(=O)N([C@@H](C)CO)C[C@@H]2C)cc1,-2,3,-0.5,28
C[C@@H]1CCCCO[C@H](CN(C)Cc2ccccc2)[C@H](C)CN([C@H](C)CO)C(=O)c2cc(NC(=O)Nc3ccc(C(F)(F)F)cc3)ccc2O1,22,-72,-1.1,80
O=C(C[C@H]1CC[C@H]2[C@@H](COC[C@@H](O)CN2CC2CCOCC2)O1)N1CCOCC1,x,0,-0.6,19
C[C@@H]1CN([C@H](C)CO)C(=O)c2cc(NS(=O)(=O)c3cccs3)ccc2O[C@H]1CN(C)Cc1ccc(C(=O)O)cc1,1,23,-1.1,-12
C[C@H](CO)N1C[C@H](C)[C@@H](CN(C)Cc2cccc(F)c2)Oc2cc(C#Cc3ccccn3)ccc2S1(=O)=O,-3,-38,-13,117*
C[C@@H]1CN([C@@H](C)CO)C(=O)Cc2cc(NS(=O)(=O)c3ccccc3)ccc2O[C@@H]1CN(C)Cc1ccc(C(=O)O)cc1,-6,17,0.0,5
COC(=O)[C@H]1[C@H](CO)[C@H]2Cn3c(ccc(-c4cccc(F)c4)c3=O)[C@H]2N1CC1CCCC1,13,-23,5.9,52

# The list goes on:
SMILES,C diff growth,Pf Dd2 inh,KDM4C inh,T cruzi growth
COc1ccccc1C#Cc1ccc2c(c1)O[C@H](CN(C)Cc1cccnc1)[C@H](C)CN([C@H](C)CO)S2(=O)=O,7,-13,1.6,x
C[C@H]1CN([C@@H](C)CO)C(=O)c2cc(NC(=O)Nc3ccc(C(F)(F)F)cc3)ccc2O[C@H]1CN(C)C(=O)Nc1cccc2ccccc12,-1,-31,-2.5,51
COc1ccc2c3c(n(C)c2c1)[C@@H](CO)N(Cc1ccccc1F)CC31CN(C(=O)C2CCC2)C1,15,-24,0.3,x
CN1C(=O)c2cc(NC(=O)c3ccccc3Cl)ccc2OC[C@H]2O[C@H](CC(=O)O)CC[C@H]21,-4,-4,-0.9,10
O=C(C[C@@H]1C[C@@H]2c3cc(NC(=O)CC4CC4)ccc3O[C@@H]2[C@@H](CO)O1)NCC1CC1,-2,27,2.9,-23
CCCN(C)C[C@H]1Oc2ncc(-c3cccc(C#N)c3)cc2C(=O)N([C@H](C)CO)C[C@H]1C,-2,-65,-0.4,-24
COc1ccc(S(=O)(=O)Nc2ccc3c(c2)C(=O)N([C@H](C)CO)C[C@H](C)[C@H](CN(C)C(=O)NC2CCCCC2)OCCCC[C@H](C)O3)cc1,15,-55,-1.1,71
Cc1noc(C)c1S(=O)(=O)N(C)C[C@H]1Oc2ccc(NC(=O)NC(C)C)cc2CC(=O)N([C@@H](C)CO)C[C@@H]1C,-3,2,1.6,23
